Bioassay records deposited in PubChem BioAssay by several laboratories.
GASC-1 inh: human JMJD2C demethylase inhibition | Q9H3R0 | GST-JMJD2C(1-420) H3K9me3 demethylation, DELFIA europium | inhibition, % at 2.35 µM | 0.069% of 330,000 active | AID 2099;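 active = more than half of a compound's replicate wells show inhibition beyond 50%, single wells judged on their own value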;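 note: signal counts dimethyl H3K9 product captured on neutravidin plate; 0% = median of DMSO wells and 100% = 0.3 times that DMSO median; strong numbers were not always called active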
PP1 inh: blocks human PP1-alpha phosphatase, a PP5 counter-screen | purified PP1alpha, OMFP fluorescence | inhibition, % at 6.7 µM | 0.9% of 320,000 active;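 active = inhibition above the mean inhibition of all tested compounds plus 3 SD, computed separately for each screening campaign, cut at about 15% in these data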
Target sequence (P62136 whole entry, looked up): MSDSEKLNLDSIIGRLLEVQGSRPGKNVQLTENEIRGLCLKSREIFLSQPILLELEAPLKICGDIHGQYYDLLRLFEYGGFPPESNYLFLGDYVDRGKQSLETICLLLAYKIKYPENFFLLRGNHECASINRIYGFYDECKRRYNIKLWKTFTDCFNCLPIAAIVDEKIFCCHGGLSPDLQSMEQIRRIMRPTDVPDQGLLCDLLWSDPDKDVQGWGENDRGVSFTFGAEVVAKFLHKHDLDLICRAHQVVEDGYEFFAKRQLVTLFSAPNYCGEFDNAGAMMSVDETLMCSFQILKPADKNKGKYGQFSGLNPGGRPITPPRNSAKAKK
CTSL1 counter: counter-screen for PFM18AAP inhibitors: inhibitors of F. hepatica cathepsin L1; recombinant F. hepatica cathepsin L1, Z-Leu-Arg-MCA fluorescence; inhibition, % at 5.96 µM; 0.49% of 300,000 active;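 active = inhibition above the mean of all tested compounds plus 3 SD, set per screening campaign, cut at about 17% in these data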;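 note: 0% = plate median of test compound wells and 100% = 1 µM Z-Phe-Ala-diazomethylketone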
PREPL inh: human PREPL enzyme inhibition | inhibition, % at 5.96 µM | recombinant PREPL, fluorescence polarization activity-based probe | Q4J6C6 | 0.68% of 320,000 active | AID 2751; in the data active = inhibition above about 43%;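 note: 0% = enzyme with DMSO and 100% = wells lacking enzyme; many of its hits are not listed in these tables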
Efflux pump inh: antifungal efflux pump inhibition, Nile Red retention; S. cerevisiae Candida pump triplex; inhibition, % at 10 µM; 0.44% of 330,000 active;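 active = plate passing quality check with inhibition over a set limit, or well fluorescence over plate mean plus 4 SD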;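 note: Nile Red retained in pooled yeast measured as flow cytometry median fluorescence; 0% = buffer negative control and 100% = Enniatin B positive control; higher means more Nile Red kept so more efflux inhibition; some compounds called inactive have numbers as strong as hits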
TPT1 inh: blocks Candida albicans tRNA 2'-phosphotransferase | 0.81% of 300,000 active | AID 1962 | recombinant caTPT1, FP RNA substrate dephosphorylation | inhibition, % at 5 µM;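 active = inhibition above the mean of all tested compounds plus 3 SD, set per screening campaign, cut at about 24% in these data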;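 note: plate controls were DMSO alone for no effect and ferristatin control at 100 nM for full effect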
LYPLA2 inh: counter-screen for PME1 inhibitors: inhibitors of human LYPLA2 | O95372 | recombinant LYPLA2, FP-Rh probe fluorescence polarization | inhibition, % at 5.9 µM | 0.38% of 320,000 active;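 active = inhibition above the screen-wide mean plus 3 SD, limit set per campaign, cut at about 26% in these data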;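 note: 0% = LYPLA2 with DMSO and 100% = wells lacking LYPLA2 enzyme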
Target sequence (O95372 whole entry, looked up): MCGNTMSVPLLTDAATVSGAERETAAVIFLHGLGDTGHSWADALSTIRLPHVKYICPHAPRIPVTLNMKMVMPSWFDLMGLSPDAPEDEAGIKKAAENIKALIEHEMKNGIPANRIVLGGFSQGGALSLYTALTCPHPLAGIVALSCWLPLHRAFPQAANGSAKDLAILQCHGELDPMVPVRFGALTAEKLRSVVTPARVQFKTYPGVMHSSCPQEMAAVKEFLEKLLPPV
HCV core dimer: blocks dimerization of HCV core protein. TR-FRET GST/Flag-core106 dimerization, 1536-well. inhibition, % at 5 µM. 0.33% of 300,000 active. AID 1899;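 active = inhibition above the mean of all tested compounds plus 3 SD, set per screening campaign, cut at about 45% in these data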
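System: GST-tagged and Flag-tagged HCV core protein residues 1-106 / Input: core106 proteins, GST 13.5 nM and Flag 17 nM / Buffer or medium: KF-containing HEPES buffer, pH 7.45, DTT, CHAPS, BSA / Probe or stimulus: Eu-anti-GST and XL665-anti-Flag labelled anti-tag antibodies / Schedule: 4 h, 22.5 °C incubation / Technique: TR-FRET 671 and 617 nm emission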
PP5 inh: inhibitors of human protein phosphatase 5 (PP5). P53041. purified PP5c, OMFP substrate fluorescence. inhibition, % at 6.7 µM. 0.18% of 320,000 active. AID 1987;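 active = inhibition above the campaign's mean inhibition across all tested compounds plus 3 SD, cut at about 9.5% in these data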;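 note: 0% = DMSO only and 100% = 100 µM cantharidin control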
Target sequence (P53041 whole entry, looked up): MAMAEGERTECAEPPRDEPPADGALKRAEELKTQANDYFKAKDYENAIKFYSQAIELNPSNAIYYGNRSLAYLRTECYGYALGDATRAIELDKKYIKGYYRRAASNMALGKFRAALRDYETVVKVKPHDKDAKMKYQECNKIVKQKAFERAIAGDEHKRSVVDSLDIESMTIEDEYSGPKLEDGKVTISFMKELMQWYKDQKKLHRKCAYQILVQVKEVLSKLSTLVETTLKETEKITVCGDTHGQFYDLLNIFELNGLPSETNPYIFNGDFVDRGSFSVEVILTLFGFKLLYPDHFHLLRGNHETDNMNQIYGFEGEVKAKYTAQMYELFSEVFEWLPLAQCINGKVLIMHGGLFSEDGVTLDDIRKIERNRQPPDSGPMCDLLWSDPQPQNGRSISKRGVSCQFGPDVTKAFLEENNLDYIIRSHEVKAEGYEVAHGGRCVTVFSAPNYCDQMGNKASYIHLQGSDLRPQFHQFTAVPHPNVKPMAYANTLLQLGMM
* marks the source's active call; other numbers are inactive results; nt = not tested or not shown.

SMILES	GASC-1 inh	PP1 inh	CTSL1 counter	PREPL inh	Efflux pump inh	TPT1 inh	LYPLA2 inh	HCV core dimer	PP5 inh
O=C(COc1cccc(NC(=O)c2ccco2)c1)c1ccc(F)cc1	-17	-1	1	5	0.4	0	3	3	4.4
O=C(CSc1nnc(Cn2nnc3ccccc32)o1)N(Cc1ccc(Cl)cc1)c1ccccc1	-20	-1	-5	-9	0.3	-1	11	11	3.2
COc1ccc(-c2csc(NC(=O)c3nc(-c4ccccc4)oc3C)n2)cc1	16	4	-3	-6	0.0	0	-3	19	2.5
COc1ccccc1NC(=O)C1CCCN(S(=O)(=O)c2c(C)noc2C)C1 (configuration not stated)	-1	0	-4	2	-0.2	1	-4	2	0.6
CCCc1cc(=O)[nH]c(SCC(=O)NC2(C#N)CCCCC2)n1	-3	-4	nt	2	-0.1	nt	-7	nt	-0.3
COc1ccccc1OCC(=O)/C=C1/N(C)c2ccccc2C1(C)C	-1	-3	3	-4	0.1	10	-2	4	0.2
C[C@@H](NC(=O)Cn1ccc(N)nc1=O)c1cccc2ccccc12	2	-1	nt	-4	0.8	nt	6	nt	2.4
CC(C)c1nnc(NC(=O)CCC(=O)NC2CC2)s1	18	-7	-2	10	-0.2	-2	4	2	-0.5
CN(C)c1ccc(-c2nnn(Cc3ccccc3Br)n2)cc1	-3	0	-3	23	-0.6	1	11	0	2.0
COc1ccc(CN2C(=O)c3ccccc3C(/C=N\OCc3ccc(C)cc3)C2=O)cc1 (configuration not stated)	2	13	2	-4	-0.1	20	-10	24	4.1
CCCN(CCC)c1nc(NC2CCN(C(=O)OCC)CC2)nc(OC)n1	-4	3	2	12	0.0	-3	9	-8	0.5
CCN1CCN(c2cc(C)c3cc(NC(=S)N4CCCC(C)C4)ccc3n2)CC1 (configuration not stated)	3	-7	3	6	0.0	1	-1	3	3.3
O=c1c2c(nc3c(-c4ccc(Cl)cc4)c[nH]n13)CCC2	20	4	1	-1	0.3	-3	-5	11	0.3
Cc1ccc(N2C(=O)[C@@H]3C(C(=O)CCN4C(=O)c5ccccc5C4=O)=NN[C@@H]3C2=O)cc1	0	-4	2	0	-0.1	-3	4	10	4.5
CCSc1nnc(-c2ccc(Cl)cc2)c2ccccc12	5	7	2	5	0.0	0	1	2	2.3
Cc1ccc(C(=O)N2CCCC(C(=O)c3cc(F)ccc3F)C2)s1 (configuration not stated)	9	-1	-1	3	0.2	-1	7	2	0.4
CCCS(=O)(=O)Nc1c(C(=O)O)[nH]c2ccccc12	-13	-3	-2	1	0.0	-3	6	-9	2.6
c1ccc(SCc2cn3cccnc3n2)nc1	10	-1	2	10	-0.1	3	6	0	-1.3
CCOC(=O)c1nc2nc(C)cc(=O)n2[nH]1	1	0	1	0	-0.1	4	-5	0	-1.9
COc1ccc(NC(=O)C2=CC(c3ccc(C)cc3)=NS(=O)(=O)N2C)cc1	6	2	1	-7	0.0	-1	-1	0	0.3
Cc1cc(C(C)c2ccccc2)c(O)c(CN2CCOCC2)c1C (configuration not stated)	-2	-1	1	3	0.2	-6	0	4	3.6
CCCNC(=O)CCCCn1c(=S)[nH]c2c([nH]c3ccc(OC)cc32)c1=O	-8	6	0	4	0.1	-2	3	2	-2.5
CCN(c1ccccc1)S(=O)(=O)c1ccc(C(=O)Nc2ccc(C)cn2)cc1	2	-2	-3	2	-0.2	-3	-6	-1	0.5
COc1cccc(CNc2ccc(Br)cn2)c1O	-12	-4	-2	0	0.5	-3	8	1	-0.1
CCOC(=O)c1csc(NC(=O)c2ccc(OC)c(OC)c2)n1	3	-4	1	10	0.0	0	5	-2	0.5

New compounds follow:
SMILES	GASC-1 inh	PP1 inh	CTSL1 counter	PREPL inh	Efflux pump inh	TPT1 inh	LYPLA2 inh	HCV core dimer	PP5 inh
COc1ccc(OC)c(N(C(=O)c2snc(C(N)=O)c2N)C(C(=O)NCc2ccccc2)c2ccc(O)cc2)c1 (configuration not stated)	-14	-1	-2	18	0.1	-8	1	6	1.3
CCN(CC)S(=O)(=O)c1cc(NC(=O)COC(=O)CCC(=O)c2cccs2)ccc1C	2	-1	-14	-2	0.0	-2	0	0	1.6
COc1ccc(CCNC(=O)CCCOc2ccc(Cl)cc2)cc1OC	4	1	3	-3	0.0	-3	-5	-4	3.4
COCCC(=O)N1CCCC(N2CCN(c3ccc(F)cc3)CC2)C1 (configuration not stated)	5	-1	-1	7	-0.1	1	8	-7	3.4
COCCCNC(=O)C1CCC(CNS(=O)(=O)c2ccc(OC)cc2)CC1 (configuration not stated)	4	3	10	13	-0.1	-5	4	4	-0.6
COC(=O)C1=C(C)NC(C)=C(C(=O)OC)C1c1cn(-c2ccccc2)nc1-c1ccco1	8	6	0	-5	0.2	-2	-1	0	14*
c1cnc(NC2C3CC4CC(C3)CC2C4)nc1 (configuration not stated)	-2	3	3	11	0.1	-1	12	0	4.7
CC(C)CCSc1nnc(Cn2c(=O)sc3ccccc32)n1C	2	-2	2	3	0.0	-1	2	-4	0.5
CCOc1ccccc1N(CC(=O)NC1CCCCC1)C(=O)CCC(=O)Nc1cc(C)ccn1	-8	-2	7	14	-0.2	-5	-9	-11	-0.8
Cc1ccc(C(=O)Nc2c3c(nn2-c2ccccc2)CS(=O)(=O)C3)cc1C	-1	-4	2	-4	-0.8	2	2	-3	-1.8
COc1ccccc1C(=O)Nc1ccnn1C1CCN(Cc2cnc(N(C)C)s2)CC1	-1	-6	-1	0	-0.7	1	-1	6	-1.6
O=C(NCC(c1ccco1)N1CCN(c2ccccc2)CC1)c1ccco1 (configuration not stated)	179	-3	4	8	-0.2	-2	5	-6	-0.3
Cc1ccc(S(=O)(=O)N(CC(=O)O)Cc2ccccc2F)cc1	0	-3	1	4	0.0	-1	2	1	0.9
CC(=O)c1ccc(NC(=O)CN2CCN(c3ncccn3)CC2)cc1	1	-5	-3	-6	0.0	-6	2	0	0.2
O=C(CSc1ccc2ccccc2c1)Nn1cnnc1	20	-2	1	9	0.1	-1	-3	2	0.3
CC1CCN(CCCNC(=O)C2CCC(=O)N2C2CCCC2)CC1 (configuration not stated)	4	-9	3	10	-0.1	-2	3	-5	0.9
CCCCNC(=O)CCn1nc(-c2ccccc2)ccc1=O	3	-3	-5	-3	0.4	1	-1	-8	-2.0
COc1ccc(-c2nc(CSCC(=O)NCc3ccco3)c(C)o2)cc1	-37	-2	-2	-4	0.0	0	3	1	1.4
O=C(NCc1cccc(F)c1)C1CCC(=O)N(CCCN2CCOCC2)C1 (configuration not stated)	-8	3	4	17	0.0	-5	3	2	2.0
CC(C)c1nnc(NC(=O)CCC(=O)NCC2CCCO2)s1 (configuration not stated)	-2	-6	-4	0	-0.1	-7	2	0	-0.8
Cc1c(NC(=S)NC(=O)c2cc3ccccc3o2)cccc1C(=O)O	-12	1	-1	-11	-0.1	-4	4	2	3.6
COc1nc(C)nc2c1ccc1ccccc12	5	-2	-2	-11	-0.1	-6	0	-1	1.3
Cc1nnc(SCC(=O)NNC(=O)c2ccc(Cl)cc2)n1CC1CCCO1 (configuration not stated)	6	5	-4	8	0.0	-3	2	-6	0.8
CC(=O)Nc1cccc(Oc2ncnc3scc(-c4ccc(C(C)C)cc4)c23)c1	21	1	16	-1	0.8	6	-23	-1	5.3
O=C(/C=C/c1ccccc1)NCCCNC(=O)/C=C/c1ccccc1	-24	-3	-4	-6	0.0	4	-10	-1	0.0

(cont.)
SMILES	GASC-1 inh	PP1 inh	CTSL1 counter	PREPL inh	Efflux pump inh	TPT1 inh	LYPLA2 inh	HCV core dimer	PP5 inh
CC(/C=N/NC(=O)c1ccco1)=C\c1ccccc1	-15	0	1	-3	-0.2	1	-2	4	3.7
COc1ccc(C(=O)Nc2cc(C)on2)cc1	43	-2	-1	4	-0.1	-3	0	-2	8.0
Cc1ccc(C(=O)Nc2ccc(SC(F)F)cc2)s1	6	-2	-3	-1	0.4	-4	9	5	2.6
Cc1cccc(N/C(N)=N/c2nc(C(F)(F)F)cc(C(F)(F)F)n2)c1	4	4	-1	3	-0.1	1	-6	-4	3.1
COc1ccc2c(CC#N)c[nH]c2c1	17	1	-1	11	-0.1	-5	7	-1	2.3
COc1cc(-c2noc(CCC(=O)NC3CCCCC3)n2)cc(OC)c1OC	5	-4	-6	-8	0.0	-2	-2	9	0.7
O=C(NCCc1ccccc1)C1CC(c2ccccc2O)=NO1 (configuration not stated)	6	-3	-5	-27	0.0	3	6	-2	-0.2
O=C(CCS(=O)(=O)Cc1ccc(Cl)cc1)NCCCN1CCN(c2ccccc2F)CC1	-49	-7	0	5	0.1	2	-3	-5	4.2
NN1C(=O)/C(=C2/Sc3ccccc3N2CCCS(=O)(=O)O)SC1=S	-23	4	1	-3	0.0	9	0	-6	2.2
Cc1nc2ccc(S(=O)(=O)N(C)CC(=O)NCCc3ccccc3)cc2s1	2	-3	0	-9	-0.1	-3	1	-4	0.6
CCOC(=O)c1ccc[n+](CC(=O)Nc2cc(C(F)(F)F)ccc2Cl)c1	4	1	0	-5	-0.1	4	-1	-4	0.2
Cc1cnc(CN(C)C(=O)c2ccc3oc(Cc4ccccc4)nc3c2)[nH]1	-8	2	-4	2	0.2	3	-2	-3	-0.1
Cc1cnc(CNC(=O)c2ccc3oc(Cc4ccccc4)nc3c2)[nH]1	-2	0	-1	10	0.5	1	5	-5	0.6
CCOc1ccc(S(=O)(=O)Nc2cccc(C(=O)NCC3(N4CCCCC4)CCCCC3)c2)cc1	-6	-2	3	3	0.0	2	-1	3	-2.1
C/C(Cn1cnc([N+](=O)[O-])n1)=N\NC(=O)c1ccc(O)cc1O	22	0	-4	22	0.0	0	3	-6	-2.3
CC1(OC(=O)C2CCCC2)C(=O)C=C2C=C(c3ccsc3)N(c3ccccc3)C=C2C1=O (configuration not stated)	5	8	0	23	-0.1	1	2	23	3.8
COC(=O)C[C@H]1c2cc(F)ccc2S(=O)(=O)N1Cc1ccccc1OC	0	0	-1	-1	0.0	-2	0	0	3.3
COc1cc(CCCN2CCNC[C@H]2Cc2ccc(O)cc2)cc(OC)c1OC	-5	-3	4	7	-0.1	0	1	-15	0.1
CC(=O)NC1C(OCc2ccccc2)OC2COC(c3ccccc3)OC2C1OCC(=O)O (configuration not stated)	17	-5	-2	4	0.1	2	2	-4	3.1
CCCCC(CC)CNC(=O)c1cccs1 (configuration not stated)	7	-4	2	3	0.0	-2	-5	-3	-1.1
COc1ccc(N2C(=O)C(C)C(Cc3ccc(C)cc3)C2=O)cc1 (configuration not stated)	3	1	0	-5	-0.1	-2	5	8	-0.8
CCOc1ccc(OCCOC(=O)CN2C(=O)NC3(CCCC3)C2=O)cc1	10	-5	0	1	0.1	-1	1	2	-0.5
O=C(c1ccc(F)cc1)N1CCCC(C(=O)N2CCN(c3ccccc3)CC2)C1 (configuration not stated)	12	-4	-2	18	0.2	3	1	-2	0.5

One compound at a time (already shown).
COc1ccc2c(CC#N)c[nH]c2c1 is listed as GASC-1 inh = 17; PP1 inh = 1; CTSL1 counter = -1; PREPL inh = 11; Efflux pump inh = -0.1; TPT1 inh = -5; LYPLA2 inh = 7; HCV core dimer = -1; PP5 inh = 2.3
O=C(NCCc1ccccc1)C1CC(c2ccccc2O)=NO1 (configuration not stated) is listed as GASC-1 inh = 6; PP1 inh = -3; CTSL1 counter = -5; PREPL inh = -27; Efflux pump inh = 0.0; TPT1 inh = 3; LYPLA2 inh = 6; HCV core dimer = -2; PP5 inh = -0.2

The list is partial; the hit share may differ from the screen's.
